VLA-4 inh: inhibition in a human VLA-4 binding assay; actives 0.2% (n = 330,000); P13612; VLA-4 expressing cells, ligand binding flow cytometry; inhibition, % (about 7 µM as worked out from the volumes in the protocol); in the data active = inhibition above about 50%
CIT2-GFP yeast: modulators of TOR pathway CIT2-GFP in S. cerevisiae. S. cerevisiae CIT2-GFP strain, flow cytometry, 3 h; 100 means same as DMSO wells. GFP response vs DMSO, % at 10 µM. actives 0.065% (n = 320,000). AID 2029;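 active = GFP response relative to DMSO above a set limit, near the screen mean plus 3 SD, cut at about 150% in these data; inconclusive = Fewer than 70 cells measured for a yeast strain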;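 also: ratio of well median GFP fluorescence to mean of DMSO wells on the plate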
GLD-1 TGE inh: GLD-1-TGE RNA interaction inhibition (C. elegans); AID 2280; actives 0.44% (n = 320,000); inhibition, % at 5.96 µM; Q17339; purified GLD-1 + fluorescein TGE RNA, fluorescence polarization;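 active = percent inhibition above a per-plate cutoff, the plate mean of test compounds plus 3 SD, cut at about 30% in these data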;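 also: 0% = DMSO wells with GLD-1 and probe and 100% = wells lacking GLD-1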
Target sequence (Q17339 whole entry, looked up): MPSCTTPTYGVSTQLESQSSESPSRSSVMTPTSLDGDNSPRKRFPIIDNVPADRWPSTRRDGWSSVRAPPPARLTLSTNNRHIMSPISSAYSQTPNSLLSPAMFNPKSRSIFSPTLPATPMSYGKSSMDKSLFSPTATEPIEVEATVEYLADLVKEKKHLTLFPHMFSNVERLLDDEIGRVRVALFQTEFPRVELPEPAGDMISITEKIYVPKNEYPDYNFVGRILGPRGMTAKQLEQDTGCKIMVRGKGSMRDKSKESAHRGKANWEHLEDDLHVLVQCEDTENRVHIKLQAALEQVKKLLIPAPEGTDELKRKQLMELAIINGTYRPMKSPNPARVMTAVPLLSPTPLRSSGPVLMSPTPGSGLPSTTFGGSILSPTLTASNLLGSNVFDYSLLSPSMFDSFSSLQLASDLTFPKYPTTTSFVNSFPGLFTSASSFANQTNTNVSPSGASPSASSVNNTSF
GRK2 inh: blocks RNA aptamer binding to human GRK2 | bead flow cytometry, FAM-aptamer displacement from GRK2 | actives 0.59% (n = 330,000) | inhibition of aptamer binding, % at 10 µM | P25098;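 active = inhibition of aptamer binding above 40%, roughly 3 SD of noise, on plates passing a quality check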;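 also: median bead fluorescence of bound FAM aptamer so fluorescent compounds give negative values; no value below 0 was filed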
MEX-5 binding: C. elegans MEX-5 TCR-2 RNA binding activity. actives 0.38% (n = 300,000). MEX-5/FITC-TCR2 RNA binding, fluorescence polarization; hits give low values. activity score (negative = inhibition of binding), % at 10 µM. AID 1832. Q9XUB2;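 active = inhibition past about -25% in most replicates, and total fluorescence under double the plate's negative control median, limit read from the data; inconclusive = replicates evenly split on the limit, or fluorescence at least double controls; inactive = too little inhibition in most replicates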;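 also: 0% = DMSO and -100% = 5 µM competing unlabeled TCR2 RNA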
BCLXL inh: Bcl-xL (human) inhibition | GST-Bcl-xL / FITC-Bim BH3 peptide fluorescence polarization | inhibition, % at 10.9 µM | actives 0.7% (n = 320,000);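 active = inhibition above the mean of all tested compounds plus 3 SD, cutoff set per campaign, cut at about 30% in these data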;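 also: 0% = DMSO wells and 100% = unlabeled Bim-BH3 peptide competitor; inhibitors lower millipolarization by displacing the labeled peptide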
Target sequence (Q07817 whole entry, looked up): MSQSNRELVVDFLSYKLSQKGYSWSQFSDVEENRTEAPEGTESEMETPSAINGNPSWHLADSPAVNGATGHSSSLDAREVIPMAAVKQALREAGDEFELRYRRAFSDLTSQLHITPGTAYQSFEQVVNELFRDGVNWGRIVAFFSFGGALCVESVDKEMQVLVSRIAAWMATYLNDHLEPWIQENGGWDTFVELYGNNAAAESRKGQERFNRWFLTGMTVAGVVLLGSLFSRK
AGP1 TOR yeast: yeast TOR pathway AGP1-GFP modulation | GFP response vs DMSO, % at 10 µM | actives 0.02% (n = 320,000) | S. cerevisiae AGP1-GFP multiplex flow cytometry, 3 h; GFP as percent of DMSO wells | AID 2066;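 active = GFP response relative to DMSO above a set limit, near screen average plus 3 SD, cut at about 150% in these data; inconclusive = fewer than 70 cells counted for the yeast strain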;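 also: median GFP channel fluorescence of the gated AGP1 strain per well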
Fam108B inh: counter-screen for RBBP9 inhibitors: inhibitors of mouse Fam108B; recombinant Fam108B, FP-Rh probe fluorescence polarization; inhibition, % at 9.51 µM; actives 0.33% (n = 300,000); AID 1947;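 active = inhibition above the screen mean inhibition plus 3 SD, computed separately per campaign, cut at about 18% in these data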;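 also: inhibitors lower polarization as less probe binds the enzyme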
MCL1-BIM inh: disrupts human MCL1 binding to BIM-BH3 peptide | GST-MCL1 / FITC-Bim-BH3 fluorescence polarization | Q07820 | AID 2057 | inhibition, % at 10.9 µM | actives 0.68% (n = 320,000);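 active = inhibition above the mean inhibition of all tested compounds plus 3 SD, set per campaign, cut at about 40% in these data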;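 also: 0% = DMSO wells and 100% = unlabeled Bim-BH3 peptide control; higher means more loss of mP so more displacement of Bim peptide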
Target sequence (Q07820 whole entry, looked up): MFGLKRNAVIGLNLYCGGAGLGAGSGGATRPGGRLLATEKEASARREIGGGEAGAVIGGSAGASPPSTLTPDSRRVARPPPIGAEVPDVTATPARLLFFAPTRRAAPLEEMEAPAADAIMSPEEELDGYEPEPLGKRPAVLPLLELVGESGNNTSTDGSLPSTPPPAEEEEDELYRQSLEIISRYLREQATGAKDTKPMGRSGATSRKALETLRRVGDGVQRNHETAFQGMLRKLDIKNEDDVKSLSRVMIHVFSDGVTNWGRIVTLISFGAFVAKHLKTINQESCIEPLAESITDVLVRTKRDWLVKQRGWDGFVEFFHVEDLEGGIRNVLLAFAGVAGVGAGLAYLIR
Active calls of the source: *; u = inconclusive; x = not tested or not shown; [ ] = remark or other dose. Only part of the results is shown; the hit share may differ from the screen's.

Fields – VLA-4 inh	CIT2-GFP yeast	GLD-1 TGE inh	GRK2 inh	MEX-5 binding	BCLXL inh	AGP1 TOR yeast	Fam108B inh	MCL1-BIM inh
COCCN1C(=O)NC(=O)/C(=C\c2ccc(Br)cc2)C1=O
  -5	94	-5	0	-0.7	-3	105	2	1
O=c1c2ccccc2nc(-c2ccc(-c3ccccc3)cc2)n1-c1ccncc1
  -4	94	3	0	1.5	2	96	-8	3
CN(C)C1C(=O)C(C(N)=O)=C(O)C2(O)C(=O)C3=C(O)c4c(O)cccc4C(C)(O)C3CC12 (stereo not given)
  -15	119	9	0	u	30*	84	9	62*
CC(NC(=O)Oc1ccccc1)C(c1cccs1)N1CCOCC1 (stereo not given)
  6	92	1	0	-2.7	0	95	1	-2
CC[n+]1c(SC)ccc2cc(OC)ccc21
  3	105	3	3	2.1	6	108	5	1
COc1ccccc1CCNC1C2CC3CC(C2)CC1C3 (stereo not given)
  1	99	5	0	2.7	7	98	-1	-1
COc1ccc(OCC#CCN2CCNCC2)cc1
  4	103	6	3	-2.8	7	101	-2	-4
COc1ccc(CCn2c(O)c(/C=N/NC(=O)c3ccncc3)c(=O)[nH]c2=O)cc1OC
  6	93	1	0	-6.0	-4	92	0	9
CCOC(=O)c1[nH]ncc1CN1CCCC(C(=O)c2cccc(Cl)c2)C1 (stereo not given)
  8	104	-2	0	0.5	10	103	-4	8
O=C(COc1ccc2ccc(=O)oc2c1)N1CCC(C(=O)O)(c2ccccc2)CC1
  6	97	-1	0	3.2	3	104	1	1
CN1C(=O)N(C)C(=O)C(CCc2ccncc2)(Cc2ccc3c(c2)OCO3)C1=O
  -16	103	-1	0	-0.3	0	108	-1	7
O=[N+]([O-])c1ccc(C2[C@H]3C(c4ccccc4)=NC4(CCCC4)N23)cc1 (stereo not given in full)
  4	99	-1	1	1.9	7	99	3	2
Cc1nc2c(c(=O)[nH]1)C(c1ccccc1Cl)c1c(c3ccccc3oc1=O)O2 (stereo not given)
  15	96	3	0	0.3	7	105	0	-1
CC(=O)N1N=C2C3CCN(CC3)C2C1c1ccccc1 (stereo not given)
  3	99	10	1	-1.9	-1	100	1	-4
FC(F)(F)Oc1ccc(C2NCc3ccccc3-n3cccc32)cc1 (stereo not given)
  4	97	4	0	2.5	-2	98	3	3
C[C@]12CCC3C(CC[C@H]4C[C@@H](O)CC[C@]34C)C1C[C@@H](N)[C@@H]2O (stereo not given in full)
  0	90	11	0	x	x	96	x	x
CN(C)C(=O)Oc1c(Cl)cc(Cl)c2ccccc12
  -9	93	0	1	1.9	11	91	1	0
CC(=O)[C@@]1(O)CC[C@H]2[C@@H]3CC=C4C[C@@H](O)CC[C@]4(C)[C@H]3CC[C@@]21C
  -4	100	-1	0	-1.1	-1	83	0	4
CNc1cc(N2CCN(C)CC2)ccc1[N+](=O)[O-]
  1	101	6	0	-0.1	5	106	1	5
COc1ccc(OC)c(N2C(=O)NC(=O)/C(=C/c3ccc([N+](=O)[O-])s3)C2=O)c1
  3	92	-2	5	-42*	26	94	46*	46*
c1cncc(CNC2=NCCC2)c1
  -8	97	2	1	1.2	6	95	0	0
COC(=O)C1=C(c2ccc(F)cc2F)C[C@@H]2CC[C@H]1N2C(=O)NC1CCCCC1
  5	99	3	0	x	3	100	x	1
O=c1[nH]c(O)c(C=Nc2ccc(Cl)c(C(F)(F)F)c2)c(=O)[nH]1
  -5	108	-8	1	-1.9	-1	98	4	0
Cc1cc(=O)oc2c(C)c(OCC(=O)N3CCC(C(=O)O)(c4ccccc4)CC3)ccc12
  -3	95	-2	0	-1.9	4	98	-3	4
CC[C@H](C)[C@@H](C(=O)N1CCCC1c1nccs1)N(C)C(=O)[C@H](CC(C)C)N(C)C(=O)[C@H](Cc1ccc(OC)cc1)N(C)C(=O)/C=C(\C)OC (stereo not given in full)
  13	93	4	0	x	x	103	x	x
COC(=O)C1=C(c2cccc(C#N)c2)C[C@@H]2CC[C@H]1N2C(=O)N1CCCCC1
  -13	109	-5	4	x	6	102	x	3
O=C(O)Cn1cc(/C=C2\C(=O)NC(=O)N(c3ccc(Br)cc3)C2=O)c2ccccc21
  2	95	-13	0	u	-2	94	1	-15
Cc1ccc(C)c(NP(=O)(Oc2ccccc2)Oc2ccccc2)c1
  -20	100	-7	2	0.1	2	91	-5	9
CC(C)c1ccc(-n2c(O)c(/C=N/NC(=O)c3ccncc3)c(=O)[nH]c2=O)cc1
  0	98	-6	0	-4.3	-3	96	-3	1
O=C(O)CNC1c2ccccc2CSc2ccccc21 (stereo not given)
  10	97	1	0	x	7	103	-2	9
COc1ccc(N2CCN(CCCN)CC2)cc1
  -6	110	-4	0	-0.8	1	103	4	-2
CC(=O)O[C@@]12CO[C@@H]1C[C@@H](O)[C@@]1(C)C(=O)[C@H](O)C3=C(C)[C@@H](OC(=O)[C@H](O)[C@@H](NC(=O)c4ccccc4)c4ccccc4)C[C@@](O)([C@@H](OC(=O)c4ccccc4)C12)C3(C)C (stereo not given in full)
  0	95	4	0	-1.4	-3	103	1	1
C1CC2OC2CC1C1CO1 (stereo not given)
  9	90	5	1	x	1	98	x	-12
COC(=O)C1=C(c2ccc(Cl)c(C(F)(F)F)c2)C[C@@H]2CC[C@H]1N2C(=O)NCCOc1ccccc1
  -2	101	0	2	x	4	102	x	5
C=CCn1c(O)c(C(=O)CCCCCC)c(=O)[nH]c1=O
  -1	77	3	0	1.2	-5	83	-5	-2
O=C1CC(N2CCC(n3c(=O)[nH]c4ccccc43)CC2)C(=O)N1c1ccc(F)cc1 (stereo not given)
  13	111	7	2	-1.1	9	104	-3	-4
O=C1C(=O)c2ccccc2-c2ccccc21
  -13	81	1	28	-2.6	11	77	64*	11
Cc1cc(OCc2cc(C(=O)O)oc2C)c2c3c(c(=O)oc2c1)CCCC3
  0	95	-4	6	0.4	9	96	-1	7
O=c1c2ccc(Cl)cc2[nH]c(=S)n1-c1cccnc1
  1	91	4	0	-3.3	5	102	1	2
Cc1ccsc1C(=O)C1CCCN(Cc2cn(C)nc2C)C1 (stereo not given)
  10	110[may fluoresce red]	-5	0	-0.1	4	u	3	1
O=C(COc1ccccc1)N1CCN(CC2CC3C=CC2C3)CC1 (stereo not given)
  19	100	0	2	2.2	3	98	-4	6
COc1ccc(-c2nn(Cc3ccccc3)cc2C(=O)NC2CC2)cc1OC
  14	93	5	1	x	-3	97	x	6
COc1ccc(C(=O)CC2C(=O)N(C)C(=O)N(C)C2=O)cc1
  16	105	7	2	-0.3	4	109	-3	2
Cc1nn(Cc2ccccc2Cl)c(C)c1C(=O)OCC(=O)NC1CCCC(C)C1C (stereo not given)
  -4	94	-1	0	0.4	-4	95	-4	-21
Oc1ccc(C[C@H]2NCCc3cc(O)c(O)cc32)cc1O
  -3	99	x	3	-81*	x	102	x	x
CCN1CCc2ccccc2C1
  2	106	-2	0	0.1	4	107	1	7
COc1cc2c(cc1O)[C@@H]1Cc3ccc(OC)c(O)c3CN1CC2
  30	78	14	0	x	10	86	4	20
CN1C(=O)CN=C(c2ccc(Cl)cc2)c2cc(Cl)ccc21
  5	85	0	2	-4.5	-1	89	7	-5
O=C(Cn1c(=O)n(CC2CS2)c2ccccc21)N1CCCCCC1 (stereo not given)
  6	100	4	0	1.6	5	104	-3	6
O=C(N/N=C/c1c(O)n(CCC2=CCCCC2)c(=S)[nH]c1=O)c1ccccc1
  16	109	-9	1	3.0	-9	105	10	-22
Cc1nc2ccccc2c(=O)n1-c1cc(F)ccc1F
  -1	103	-1	0	-1.2	1	96	2	-5
COC(=O)C1=C(c2cccc(OC)c2OC)C[C@@H]2CC[C@H]1N2C(=O)NCCO
  26	103	10	1	2.6	-1	106	4	2
C=CCN1C(=O)NC(=O)/C(=C\c2ccc(-c3ccccc3[N+](=O)[O-])o2)C1=O
  12	98	6	4	-3.3	5	94	1	29
OC1(c2ccccc2)CCNC2CCCCC21 (stereo not given)
  33	101	4	0	0.5	2	103	-2	-4
CCOP(=O)(OCC)c1ccc(OP(=O)(c2cccc([N+](=O)[O-])c2)c2cccc([N+](=O)[O-])c2)cc1
  2	112	2	2	2.9	0	123	2	-4
Cc1ccc(CC2C(=O)N(C)C(=O)N(C)C2=O)s1
  0	100	0	4	-1.6	6	103	6	10
CCN(CC)C(=O)c1ccc(N(Cc2ccccc2)S(C)(=O)=O)cc1
  -1	96	x	0	0.6	x	93	x	x
COC(=O)C1=C(c2cc3ccccc3o2)C[C@@H]2CC[C@H]1N2C(=O)NC1CCCCC1
  36	99	8	1	1.7	4	105	-1	1
C[C@H]1C/C=C/[C@H]2[C@H](O)[C@H](C)[C@@](C)(O)[C@H]3[C@H](Cc4ccccc4)NC(=O)[C@]32[C@H](O)/C=C/[C@](C)(O)C1
  1	94	3	0	-3.0	-4	101	-2	-1
O=C(Nc1ccccc1OC(=O)N1CCCCC1)N1CCCCC1
  -4	100	2	0	1.7	4	101	-2	4

(cont.)
Fields – VLA-4 inh	CIT2-GFP yeast	GLD-1 TGE inh	GRK2 inh	MEX-5 binding	BCLXL inh	AGP1 TOR yeast	Fam108B inh	MCL1-BIM inh
O=C(CN1C(=O)CCSc2ccccc21)N1CCC2(CC1)OCCO2
  1	x	3	3	1.0	2	109	0	3
O=C1NC(=O)N(Cc2ccc(F)cc2)C(=O)/C1=C\c1ccc([N+](=O)[O-])s1
  -71	85	-8	0	-11	22	91	15	40*
Cc1ccc(N2C(=O)NC(=O)C(CCc3ccccn3)(Cc3ccc(F)cc3)C2=O)cc1 (stereo not given)
  21	95	4	0	-0.1	2	111	-4	0
CC1CCCN(CC(=O)N2CCCc3ccccc32)C1 (stereo not given)
  5	107	-1	1	1.5	-1	99	1	-1
Cc1ccc(CN2C3CCCC2CC(NC(=S)NCc2ccccc2)C3)cc1 (stereo not given)
  0	97	-5	0	1.1	4	96	-3	4
C=CCN1CC[C@@]2(C)c3cc(O)ccc3CC1[C@@H]2C
  12	91	3	3	-0.5	8	86	1	5
CCC(=O)N1N=C2C3CCN(CC3)C2C1c1ccccc1 (stereo not given)
  -9	105	-3	0	1.0	5	106	-5	4
COC(=O)C1=C(c2cccc3c2S(=O)(=O)c2ccccc2-3)C[C@@H]2CC[C@H]1N2C(=O)N1CCOCC1
  0	95	5	0	x	7	96	x	4
Cc1ccc(C2CN(C)CC2C(=O)c2ccc(F)cc2)cc1 (stereo not given)
  7	106	-8	0	2.5	5	110	0	1
C=CCn1c(O)c(C=NCCCOc2ccc(CC)cc2)c(=O)[nH]c1=S
  4	83	-12	0	-6.7	-3	87	-34	-4
O=C(c1cccc([N+](=O)[O-])c1)C12CN3CN(CN(C3)C1)C2
  19	91	5	0	0.7	3	98	1	3
CN1C(=O)/C(=C\c2ccc(N3CCCCCC3)cc2)C(=O)NC1=S
  13	88	-7	1	1.1	2	102	-2	11

Screening data as filed in PubChem BioAssay.
